PLCb3 inh = blocks human PLC-beta3 enzyme activity; 0.18% of 370,000 active; inhibition, % at 12.2 µM; AID 720704; Purified PLC-beta3, fluorogenic substrate, fluorescence; Q01970; in the data active means inhibition above about 11%;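 further: 0% = median of compound wells on plate and 100% = full blocker control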
hgDAF12 agonist = hgDAF-12 agonism, primary luciferase screen; AID 687014; activation, % at 6.8 µM; 1.8% of 370,000 active; HEK293 GAL4-hgDAF12 UAS-luciferase reporter, agonist luminescence; normalized to butyrate control;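 active means activation above a cutoff set at the mean of all screened compounds plus 3 SD, cut at about 10% in these data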;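 further: 0% = DMSO wells and 100% = sodium butyrate wells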
FXN GAA850 act = increases GAA850 frataxin promoter reporter activity. AID 540364. activation, % at 6 µM. HEK293 lucGAA850 FXN promoter luciferase reporter, 24 h; percent of 10 µM SAHA response. 0.56% of 360,000 active;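 active means activation above the average of all compounds screened plus 3 SD, cutoff fixed separately per campaign, cut at about 7.5% in these data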;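 further: 0% = DMSO wells and 100% = 10 µM SAHA wells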
DAX1 inh-1 = inhibitors of human orphan nuclear receptor DAX1 (NR0B1); AID 504766; P51843; HEK293 Gal4-DAX1 luciferase reporter, luminescence; 0.99% of 340,000 active; inhibition, % at 6.75 µM;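 active means inhibition above the mean over all tested compounds plus 3 SD, cut at about 4.2% in these data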;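 further: 0% = DAX1-transfected cells with DMSO and 100% = empty-vector control cells with DMSO; inhibition shows as a rise in luminescence from relieved DAX1 repression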
Target sequence (P51843 207-470 limits assumed): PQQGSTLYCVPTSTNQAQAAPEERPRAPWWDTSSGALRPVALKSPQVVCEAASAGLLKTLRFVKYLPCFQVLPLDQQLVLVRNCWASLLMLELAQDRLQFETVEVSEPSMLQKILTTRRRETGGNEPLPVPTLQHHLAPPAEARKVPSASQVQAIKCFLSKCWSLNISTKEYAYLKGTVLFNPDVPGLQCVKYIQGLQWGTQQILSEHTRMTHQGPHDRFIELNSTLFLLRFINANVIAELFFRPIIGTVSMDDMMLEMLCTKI
hcDAF-12 act = activators of H. contortus DAF-12 nuclear receptor; activation, % at 6.8 µM; 1.4% of 370,000 active; HEK293 hcDAF-12 lit1-tk-luc reporter, luminescence; 0% DMSO, 100% Δ7-dafachronic acid;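 active means activation above the mean of all tested compounds plus 3 SD, cut at about 5.5% in these data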;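 further: 100% = response to 3 µM Δ7-dafachronic acid high control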
sPLA2-III inh = Inhibits HGIII-sPLA2 liposome hydrolysis, primary screen; Q9NZ20; QFRET BODIPY PC-A2 liposome hydrolysis, fluorescence; inhibition, % at 12.2 µM; 0.56% of 370,000 active;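 active means inhibition above mean plus 3 SD of compounds lying within the high and low control bounds, cut at about 19% in these data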;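 further: 0% = median of test compound wells and 100% = no enzyme DMSO wells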
ADAM17 inh = inhibits human ADAM17 | inhibition, % at 6.95 µM | P78536 | recombinant ADAM17, EDANS/DABCYL FRET peptide cleavage | 0.83% of 370,000 active | AID 720648;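 active means inhibition above the mean of compounds lying between control limits plus 3 SD, set per campaign, cut at about 8.5% in these data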;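 further: 0% = DMSO-only wells as the low control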
ssDAF12 agonist = activates DAF-12 receptor from parasite S. stercoralis; HEK293 ssDAF-12/GRIP1 lit1-tk-luc reporter, luminescence; % of 3 µM dafachronic acid response; activation, % at 6.8 µM; 1% of 370,000 active;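 active means activation above the mean over all tested compounds plus 3 SD, cut at about 0.9% in these data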;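 further: 0% = DMSO-only wells and 100% = 3 µM delta7-dafachronic acid wells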
ADAM10 inh = ADAM10 inhibition, QFRET primary screen; O14672; recombinant ADAM10, EDANS/DABCYL FRET peptide cleavage, 3 h; inhibition, % at 7 µM; 0.62% of 370,000 active;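 active means inhibition above a per-campaign cutoff equal to the mean of compounds falling between control-based bounds plus 3 SD, cut at about 20% in these data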;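 further: 0% = DMSO wells while the 100% control is not disclosed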
Target sequence (O14672 214-748 limits assumed): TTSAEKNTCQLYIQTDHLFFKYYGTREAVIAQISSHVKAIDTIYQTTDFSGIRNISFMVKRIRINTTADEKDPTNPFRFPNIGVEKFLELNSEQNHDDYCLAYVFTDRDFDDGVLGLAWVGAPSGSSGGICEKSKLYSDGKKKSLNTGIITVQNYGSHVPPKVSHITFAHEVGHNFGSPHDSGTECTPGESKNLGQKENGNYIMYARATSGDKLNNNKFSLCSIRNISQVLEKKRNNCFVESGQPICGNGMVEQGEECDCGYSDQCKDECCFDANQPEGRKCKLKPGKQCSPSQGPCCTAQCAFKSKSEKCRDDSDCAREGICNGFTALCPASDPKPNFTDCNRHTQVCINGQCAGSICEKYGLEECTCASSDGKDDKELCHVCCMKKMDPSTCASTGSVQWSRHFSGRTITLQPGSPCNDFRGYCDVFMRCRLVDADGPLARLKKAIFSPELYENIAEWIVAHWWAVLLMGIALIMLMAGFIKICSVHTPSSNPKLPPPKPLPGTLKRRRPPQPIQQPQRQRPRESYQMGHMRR
PLCg1 inh = blocks human PLC-gamma1 enzyme activity | P19174 | purified PLC-gamma1, fluorogenic substrate, fluorescence | inhibition, % at 12.2 µM | 0.84% of 370,000 active; in the data active means inhibition above about 9.5%
DAX1 inh-2 = inhibitors of DAX1 repression of SF-1 activated StAR promoter; AID 652010; inhibition, % at 6.8 µM; HEK293T StAR-luciferase reporter, SF-1/DAX-1 repression relief; 1.1% of 370,000 active;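 active means inhibition above the mean over all tested compounds plus 3 SD, cut at about 3.6% in these data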;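 further: 0% = DAX-1 cells with DMSO and 100% = cells lacking DAX-1 with DMSO; higher inhibition means more luminescence from relief of DAX-1 repression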
* = called active by the depositor.

How did COc1ccc(NC(=O)NN2CCN(C)CC2)cc1OC do in these assays?
PLCb3 inh: -1.5; hgDAF12 agonist: 0.0; FXN GAA850 act: 1.4; DAX1 inh-1: -0.1; hcDAF-12 act: -0.8; sPLA2-III inh: -2.3; ADAM17 inh: 0.1; ssDAF12 agonist: -0.8; ADAM10 inh: 6.6; PLCg1 inh: 1.6; DAX1 inh-2: 1.2

What do the screens show for `COc1ccc(-n2nc3c(=O)[nH][nH]c3cc2=O)cc1`?
PLCb3 inh: -8.3; hgDAF12 agonist: 0.2; FXN GAA850 act: 0.7; DAX1 inh-1: 0.0; hcDAF-12 act: -1.0; sPLA2-III inh: 3.6; ADAM17 inh: -3.2; ssDAF12 agonist: -0.5; ADAM10 inh: 4.8; PLCg1 inh: -6.5; DAX1 inh-2: 0.0

What do the screens show for `CCCNC(=O)CN1C(=O)NC2(CCCc3cc(OC)ccc32)C1=O` (stereo unspecified)?
PLCb3 inh: 0.8; hgDAF12 agonist: -1.7; FXN GAA850 act: -1.1; DAX1 inh-1: -0.6; hcDAF-12 act: -1.1; sPLA2-III inh: -0.8; ADAM17 inh: -3.2; ssDAF12 agonist: -1.4; ADAM10 inh: 1.7; PLCg1 inh: 1.0; DAX1 inh-2: -0.4

Results for O=C(CN1CCCC1)Nc1sc2c(c1C(=O)Nc1ccc(Br)cc1)CCC2 ?
PLCb3 inh: -27.0; hgDAF12 agonist: 1.8; FXN GAA850 act: -0.9; DAX1 inh-1: 0.7; hcDAF-12 act: 2.9; sPLA2-III inh: 7.7; ADAM17 inh: -2.8; ssDAF12 agonist: -0.3; ADAM10 inh: -16.1; PLCg1 inh: -13.4; DAX1 inh-2: -0.1

Results for CCN1c2ccccc2S(=O)(=O)c2ccccc21 ?
PLCb3 inh: -8.0; hgDAF12 agonist: 0.2; FXN GAA850 act: -0.2; DAX1 inh-1: -0.8; hcDAF-12 act: -0.1; sPLA2-III inh: -5.7; ADAM17 inh: -2.1; ssDAF12 agonist: -1.4; ADAM10 inh: -8.3; PLCg1 inh: -6.3; DAX1 inh-2: -0.1

How did CC1CCCC(NC(=O)c2cn(C)c3ccc(S(=O)(=O)N4CCCC4)cc3c2=O)C1C (stereo unspecified) do in these assays?
PLCb3 inh: 1.3; hgDAF12 agonist: -1.6; hcDAF-12 act: 0.7; sPLA2-III inh: 3.1; ADAM17 inh: -1.1; ssDAF12 agonist: -0.7; ADAM10 inh: 3.7; PLCg1 inh: 1.9; DAX1 inh-2: 0.5

How did NC(=O)c1ccc(OCC(F)(F)C(F)(F)C(F)(F)C(F)(F)C(F)(F)C(F)F)cc1 do in these assays?
PLCb3 inh: -4.0; hgDAF12 agonist: 0.0; FXN GAA850 act: -1.9; DAX1 inh-1: 1.1; hcDAF-12 act: -0.9; sPLA2-III inh: -2.9; ADAM17 inh: 0.9; ssDAF12 agonist: -1.3; ADAM10 inh: 4.0; PLCg1 inh: -3.6; DAX1 inh-2: -0.3

Results for COc1ccc2nc(NC(=O)CSc3nc(C)cc(C)n3)sc2c1 ?
PLCb3 inh: -0.5; hgDAF12 agonist: -2.0; FXN GAA850 act: -1.6; DAX1 inh-1: -1.4; hcDAF-12 act: -2.5; sPLA2-III inh: -5.7; ADAM17 inh: -0.2; ssDAF12 agonist: -1.4; ADAM10 inh: -7.2; PLCg1 inh: -1.4; DAX1 inh-2: -1.9

How did COc1cc(-c2cnc3c(NC=O)cc(-c4cccc(NC(C)=O)c4)cn23)cc(OC)c1OC do in these assays?
PLCb3 inh: -112.2; hgDAF12 agonist: -5.6; FXN GAA850 act: -5.8; hcDAF-12 act: -2.3; sPLA2-III inh: -10.8; ADAM17 inh: -4.9; ssDAF12 agonist: -1.9; ADAM10 inh: -35.5; PLCg1 inh: -74.6; DAX1 inh-2: -3.1

How did CCS(=O)(=O)c1ccc2oc(SCC(=O)c3ccco3)nc2c1 do in these assays?
PLCb3 inh: -4.1; hgDAF12 agonist: 2.1; FXN GAA850 act: -2.1; DAX1 inh-1: -0.6; hcDAF-12 act: 1.5; sPLA2-III inh: -25.9; ADAM17 inh: -3.0; ssDAF12 agonist: -1.7; ADAM10 inh: 0.4; PLCg1 inh: -2.6; DAX1 inh-2: 0.3

What do the screens show for `CSc1ncnc2[nH]ncc12`?
PLCb3 inh: 0.5; hgDAF12 agonist: 1.5; FXN GAA850 act: 0.8; DAX1 inh-1: -0.9; hcDAF-12 act: 0.6; sPLA2-III inh: 3.4; ADAM17 inh: -3.0; ssDAF12 agonist: -0.7; ADAM10 inh: -13.6; PLCg1 inh: 1.2; DAX1 inh-2: 1.1

How did Clc1ccc(C2=NN(c3ccccc3)C(c3ccco3)C2)cc1 (stereo unspecified) do in these assays?
PLCb3 inh: -189.3; hgDAF12 agonist: 0.9; FXN GAA850 act: 1.8; DAX1 inh-1: 4.2; hcDAF-12 act: -0.3; sPLA2-III inh: 0.5; ADAM17 inh: -64.7; ssDAF12 agonist: -0.8; ADAM10 inh: -169.8; PLCg1 inh: -135.1; DAX1 inh-2: -0.2

Results for Cc1cccc(N2CCN(S(=O)(=O)c3ccc4[nH]c(=O)ccc4c3)CC2)c1C ?
PLCb3 inh: -3.6; hgDAF12 agonist: -2.1; FXN GAA850 act: 0.7; DAX1 inh-1: 3.0; hcDAF-12 act: 0.4; sPLA2-III inh: 1.1; ADAM17 inh: -4.5; ssDAF12 agonist: -0.9; ADAM10 inh: 0.6; PLCg1 inh: -1.7; DAX1 inh-2: 0.3

What do the screens show for `COC(=O)C1=C(C)N(C)C(=NCc2ccc(OC)cc2)NC1c1cccc(C(F)(F)F)c1` (stereo unspecified)?
PLCb3 inh: 3.3; hgDAF12 agonist: 0.1; hcDAF-12 act: -1.8; sPLA2-III inh: -7.5; ADAM17 inh: 2.8; ssDAF12 agonist: -0.6; ADAM10 inh: -1.4; PLCg1 inh: 1.1; DAX1 inh-2: 1.2

What do the screens show for `Cc1ccccc1-c1nc(CN2CCCC(C(=O)NCc3cccnc3)C2)c(C)o1` (stereo unspecified)?
PLCb3 inh: 0.7; hgDAF12 agonist: -0.9; FXN GAA850 act: 1.4; DAX1 inh-1: -0.2; hcDAF-12 act: -1.5; sPLA2-III inh: -4.7; ADAM17 inh: -4.4; ssDAF12 agonist: -1.4; ADAM10 inh: -7.8; PLCg1 inh: 1.6; DAX1 inh-2: -0.8

How did COc1ccc(C(=O)CC(C(=O)O)c2ccc(OC)c(OC)c2)cc1OC (stereo unspecified) do in these assays?
PLCb3 inh: -7.2; hgDAF12 agonist: -0.8; FXN GAA850 act: -1.6; DAX1 inh-1: 1.8; hcDAF-12 act: -0.3; sPLA2-III inh: -3.2; ADAM17 inh: -2.4; ssDAF12 agonist: -0.5; ADAM10 inh: -6.7; PLCg1 inh: -8.7; DAX1 inh-2: 1.1

How did O=C(CCC(=O)N1CCN(Cc2ccc(F)cc2)CC1)Nc1nnc(C2CCCCC2)s1 do in these assays?
PLCb3 inh: -5.3; hgDAF12 agonist: -2.6; FXN GAA850 act: 1.5; DAX1 inh-1: 1.1; hcDAF-12 act: -3.5; sPLA2-III inh: -1.4; ADAM17 inh: -3.5; ssDAF12 agonist: -0.5; ADAM10 inh: 3.5; PLCg1 inh: 3.1; DAX1 inh-2: -0.1

What do the screens show for `CC(C)c1nc2ccccc2n1CC(O)COC1CCCCC1` (stereo unspecified)?
PLCb3 inh: -1.6; hgDAF12 agonist: -2.9; FXN GAA850 act: 1.8; DAX1 inh-1: 6.6*; hcDAF-12 act: -0.7; sPLA2-III inh: 3.5; ADAM17 inh: -1.0; ssDAF12 agonist: -1.4; ADAM10 inh: 5.6; PLCg1 inh: 1.4; DAX1 inh-2: 0.1

How did C=CCN(CC=C)Cc1c(C)[nH]c2ccc(C(=O)OCC)cc2c1=O do in these assays?
PLCb3 inh: -103.3; hgDAF12 agonist: 3.2; FXN GAA850 act: -1.2; DAX1 inh-1: 0.1; hcDAF-12 act: -1.3; sPLA2-III inh: -3.9; ADAM17 inh: -51.8; ssDAF12 agonist: -1.5; ADAM10 inh: -154.1; PLCg1 inh: -76.9; DAX1 inh-2: -0.4

What do the screens show for `COc1ccc(-c2csc3ncnc(NCCO)c23)cc1`?
PLCb3 inh: -2.0; hgDAF12 agonist: 6.9; FXN GAA850 act: -8.0; DAX1 inh-1: -1.4; hcDAF-12 act: -1.8; sPLA2-III inh: -5.2; ADAM17 inh: -1.7; ssDAF12 agonist: -1.9; ADAM10 inh: -3.1; PLCg1 inh: 0.5; DAX1 inh-2: -1.3

What do the screens show for `Cc1ccc2cc(CN(Cc3ccco3)C(=O)c3ccccc3)c(=O)[nH]c2c1C`?
PLCb3 inh: -0.8; hgDAF12 agonist: 0.1; FXN GAA850 act: -2.5; DAX1 inh-1: 0.7; hcDAF-12 act: -2.1; sPLA2-III inh: 4.8; ADAM17 inh: -4.6; ssDAF12 agonist: -0.4; ADAM10 inh: -3.1; PLCg1 inh: 0.5; DAX1 inh-2: -0.3

What do the screens show for `O=C(CC1CCCCC1)NCc1cn2ccsc2n1`?
PLCb3 inh: -0.7; hgDAF12 agonist: 0.1; FXN GAA850 act: -1.0; DAX1 inh-1: -0.3; hcDAF-12 act: -1.2; sPLA2-III inh: 0.7; ADAM17 inh: -4.4; ssDAF12 agonist: -1.6; ADAM10 inh: -4.3; PLCg1 inh: -1.8; DAX1 inh-2: 0.1

How did O=Cc1ccc(N2CCCCCC2)cc1 do in these assays?
PLCb3 inh: -15.8; hgDAF12 agonist: 0.2; FXN GAA850 act: 1.7; DAX1 inh-1: 0.3; hcDAF-12 act: -0.7; sPLA2-III inh: 6.1; ADAM17 inh: 3.1; ssDAF12 agonist: -1.1; ADAM10 inh: -2.4; PLCg1 inh: -15.7; DAX1 inh-2: -1.3

What do the screens show for `CC1CCC(NC(=O)C2CCC(CNS(=O)(=O)c3ccccc3)CC2)CC1` (stereo unspecified)?
PLCb3 inh: 4.2; hgDAF12 agonist: 1.2; FXN GAA850 act: -1.9; DAX1 inh-1: 0.0; hcDAF-12 act: -1.3; sPLA2-III inh: 0.4; ADAM17 inh: 2.0; ssDAF12 agonist: -1.0; ADAM10 inh: -0.1; PLCg1 inh: 2.8; DAX1 inh-2: -0.1

What do the screens show for `CCC(=O)N(CCC(c1ccc(C)cc1)c1ccco1)Cc1ccco1` (stereo unspecified)?
PLCb3 inh: -7.9; hgDAF12 agonist: 2.8; FXN GAA850 act: 1.5; DAX1 inh-1: 0.4; hcDAF-12 act: 0.1; sPLA2-III inh: -6.3; ADAM17 inh: -2.8; ssDAF12 agonist: -1.6; ADAM10 inh: 9.0; PLCg1 inh: -3.7; DAX1 inh-2: -0.2

Results for Cc1ccc(NC(=O)c2ncn(CCCN3CCN(c4ncccn4)CC3)n2)cc1C ?
PLCb3 inh: -0.8; hgDAF12 agonist: 0.0; FXN GAA850 act: 0.7; DAX1 inh-1: 0.7; hcDAF-12 act: 0.3; sPLA2-III inh: -2.8; ADAM17 inh: -1.8; ssDAF12 agonist: -1.8; ADAM10 inh: -12.8; PLCg1 inh: -0.9; DAX1 inh-2: 0.2

No enrichment for hits; overall some 6.9% were active at least once.
